IkB signaling – suppresses IkB signaling in ABC-DLBCL reporter cells. ABC-DLBCL IkBa-CBG/CBR dual luciferase ratio, 4 h; response scale: scaled: untreated 0%, proteasome inhibitor 100%. Potency, µM (titrated, usually from 57.1 µM), for the others: top-dose IkBa stabilization activation. 110,000 tested, 0.04% active; active means well fitted curve in the direction sought with a large enough effect in the signal ratio, not every such curve was filed as active; inconclusive means small, poorly fitted or top-dose-only effect, or a change in a side signal; the % refers to the signal ratio;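 further: the direction sought is a rising ratio; 0% = basal untreated cells and 100% = reference inhibitor full response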
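In this assay, an IκBα–CBG68 fusion accumulates when IKK-driven degradation is blocked; native CBR normalizes for cell number. OCI-Ly3 cells were treated 4 h with compound and doxycycline, then green and red light read after Chroma-Glo addition.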
p53ts 39C tox – cytotoxicity in p53ts cells at nonpermissive temperature | Potency, µM (series often up to 46.1 µM), inactives show at the top dose activity change, negative = cell killing, hits mostly cytotoxic | 130,000 tested, 1.5% active | AID 902 | H1299-p53A138V viability at 39C, ATP luminescence, 24 h; further: nearly all actives have a fitted effect of over 55% in size
Peg3 imprint – genomic imprint erasure induction; mouse ES Peg3-LacZ reporter, beta-gal luminescence, 40 h; Potency, µM (highest dose often 60.7 µM), for inactives: at the top dose activity change, positive = activation, most hits filed as activators; 110,000 tested, 0.02% active; AID 1948;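 further: 0% = negative control wells on the plate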
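Imprint erasure is scored as LacZ activity from the silenced maternal Peg3 allele in feeder-free female ES cells cultured 40 h with LIF. Luminescence is normalized to in-plate negative controls and fitted to the Hill equation.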
p53ts 32C tox – cytotoxicity in p53ts cells at permissive temperature; H1299-p53A138V at 32C, ATP luminescence viability, 24 h; Potency, µM (top dose mostly 46.1 µM), without a hit: at the top dose activity change, negative = cytotoxicity, hits mostly cytotoxic; 130,000 tested, 0.93% active; AID 924;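 further: 0% = DMSO and -100% = full killing by reference compound; nearly all actives have a fitted effect of over 55% in size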
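H1299-p53 A138V cells (temperature-sensitive p53) exposed 24 h to up to 46 uM compound at 32C, where p53 is wild-type in conformation. Viability read as ATP luminescence and normalised to DMSO and 100 uM tamoxifen. AC50 fitted with the Hill equation.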
Starred values were filed as active, the others as inactive; ? = inconclusive; · = no result given; [ ] = dose if it differs, or a comment. Unless noted, the call rests on the fitted dose curve; in most records, active means well fitted curve in the direction sought with a large enough effect; inconclusive means small, poorly fitted or top-dose-only effect, or another doubt; inactive means no such curve, though single readings can be large; an effect the other way counts as inactive or inconclusive. Unless noted, on the % scale 0 is the no-effect control and ±100 the full control effect; potency means the concentration at half of the fitted maximal effect.

1. COc1ccc(NC(=O)CSc2oc(-c3cccs3)nc2S(=O)(=O)c2ccc(Br)cc2)c(OC)c1
2. Cc1oc(-c2ccccc2Cl)nc1CSCC(=O)NC1CC1
3. CN(Cc1nc(-c2ccc(Cl)cc2)no1)S(=O)(=O)c1ccccc1
4. Cc1cc(C)c2c(=O)cc(C(=O)Nc3ccc(S(=O)(=O)Nc4onc(C)c4C)cc3)oc2c1
5. c1cc(NC2CC2)nc(-c2ccoc2)n1
screen / no.	1	2	3	4	5
IkB signaling	?	-0.4%	?	?	-1.2%[11.4 µM]
p53ts 39C tox	19%	-17%	-19%	-12%	?
Peg3 imprint	-10%[10.9 µM]	-10%	-7%[10.9 µM]	-4%[10.9 µM]	-7%
p53ts 32C tox	6%	-13%	-7%	16%	-21%

6. CC(C)(C)OC(=O)N1CCC(c2c(C(=O)N3CCN(c4ccccn4)CC3)cnn2-c2ccccc2)CC1
7. O=C(CSc1nc2scc(-c3ccco3)c2c(=O)n1-c1ccccc1)NCC1CCCO1 (configuration not stated)
8. CCCn1c(NC(=O)C2COc3ccccc3O2)nc2ccccc21 (configuration not stated)
9. O=C1C(=O)N(CCCN2CCOCC2)C(c2ccccn2)/C1=C(\O)c1ccc2c(c1)OCCO2 (configuration not stated)
10. Cc1ccccc1NC(=O)c1ccc(CNS(=O)(=O)c2ccc3c(c2)C(C)(C)C(=O)N3C)cc1
screen / no.	6	7	8	9	10
IkB signaling	?	7.9µM*	3.9%	3.4%	?
p53ts 39C tox	10%	9%	-24%	10%	-12%
Peg3 imprint	15%[10.9 µM]	-40%[inhibitor]	?	-3%	-10%[10.9 µM]
p53ts 32C tox	-10%	3%	-15%	-3%	3%

Four entries from above, field by field:
6: CC(C)(C)OC(=O)N1CCC(c2c(C(=O)N3CCN(c4ccccn4)CC3)cnn2-c2ccccc2)CC1
- IkB signaling: ?
- p53ts 39C tox: 10%
- Peg3 imprint: 15%[10.9 µM]
- p53ts 32C tox: -10%
7: O=C(CSc1nc2scc(-c3ccco3)c2c(=O)n1-c1ccccc1)NCC1CCCO1 (configuration not stated)
- IkB signaling: 7.9µM*
- p53ts 39C tox: 9%
- Peg3 imprint: -40%[inhibitor]
- p53ts 32C tox: 3%
10: Cc1ccccc1NC(=O)c1ccc(CNS(=O)(=O)c2ccc3c(c2)C(C)(C)C(=O)N3C)cc1
- IkB signaling: ?
- p53ts 39C tox: -12%
- Peg3 imprint: -10%[10.9 µM]
- p53ts 32C tox: 3%
9: O=C1C(=O)N(CCCN2CCOCC2)C(c2ccccn2)/C1=C(\O)c1ccc2c(c1)OCCO2 (configuration not stated)
- IkB signaling: 3.4%
- p53ts 39C tox: 10%
- Peg3 imprint: -3%
- p53ts 32C tox: -3%

Additional structures
11. COC(=O)c1ccc(NC(=O)Cn2c(-c3nonc3N)nc3ccccc32)cc1
12. Cc1occc1C(=O)N1CCN(Cc2ccccc2)CC1
13. CCOC(=O)N1CCC(N2C(=O)c3ccccc3C2Nc2cc(C(=O)OC)cc(C(=O)OC)c2)CC1 (configuration not stated)
14. O=S(=O)(c1ccc2c(c1)OCO2)N1CCN(c2nnnn2-c2ccccc2)CC1
15. O=C(c1ccco1)c1n[nH]nc1-c1ccccc1
screen / no.	11	12	13	14	15
IkB signaling	-0.5%	-0.2%	-1.0%	1.5%	12%
p53ts 39C tox	38%[activator]	-16%	-3%	4%	12%
Peg3 imprint	3%[10.9 µM]	-11%	-5%	-16%	-10%
p53ts 32C tox	4%	-7%	5%	1%	3%

16. Cc1cn2c(=O)c(S(=O)(=O)Nc3ccc(OC(F)(F)F)cc3)c(C)nc2s1
17. COc1ccc2[nH]cc(CCNc3ncnc4ccc(-c5cccnc5)cc34)c2c1
18. CCOC(=O)c1cccc(NC(=O)CC2C(=O)N(c3ccccc3)C(=O)N2Cc2ccco2)c1 (configuration not stated)
19. CC(C)(C)C(=O)Nc1ccc2nc(SCCOc3ccccc3Cl)sc2c1
20. CC(C)=CCSc1nnc([C@@H](NC(=O)OC(C)(C)C)C(C)C)o1
screen / no.	16	17	18	19	20
IkB signaling	-3.3%	-4.3%[11.4 µM]	-0.9%	?	4.9%
p53ts 39C tox	-20%	-17%	-2%	-20%	4%
Peg3 imprint	-13%[10.9 µM]	?	5%[10.9 µM]	-11%[10.9 µM]	-19%
p53ts 32C tox	-4%	2%	1%	-5%	14%

21. C=CCNS(=O)(=O)c1cccc2cc(C(=O)O)c(O)cc12
22. CCOC(=O)N1CCC(NC(=O)c2cnn(-c3cccc(F)c3)c2-n2cccc2)CC1
23. Cc1ccc(C)c(NC(=O)C2CC=CCC2C(=O)O)c1 (configuration not stated)
24. CCN1CCN(C(=S)c2ccc([N+](=O)[O-])cc2)CC1
25. O=C(Nc1ccccc1-c1nc2ccccc2s1)c1cc(Cl)cc(Cl)c1
screen / no.	21	22	23	24	25
IkB signaling	0.8%	-0.3%	-0.8%	·	0.5%
p53ts 39C tox	-12%	0%	11%	7%	-13%
Peg3 imprint	3%	-13%[10.9 µM]	-2%	·	-8%[10.9 µM]
p53ts 32C tox	-2%	9%	2%	-10%	5%

26. C=CCN(C1CCCCC1)S(=O)(=O)c1ccc2c(c1)oc(=O)n2C
27. COc1ccc(Nc2nc3ccc(C)cc3nc2-n2nc(C)cc2C)cc1Cl
28. CCN(CC)c1c(-c2ccccc2)c2cc(C)ccc2[nH]c1=O
29. O=C1CC(c2ccccc2)Oc2ccccc21 (configuration not stated)
30. O=C(Nc1ccccc1)c1ccc(S(=O)(=O)N2CCCC2)cc1
screen / no.	26	27	28	29	30
IkB signaling	14%	5.7%	2.2%	·	0.3%
p53ts 39C tox	-2%	5%	2%	0%	-10%
Peg3 imprint	-15%	-12%[10.9 µM]	-8%	-9%	-11%
p53ts 32C tox	-5%	9%	3%	-10%	-1%

31. O=C(c1ccccc1-c1nc(-c2ccccc2)no1)N1CCCC1
32. Cc1ccc(C)c(NC(=O)Cn2c(=O)n(Cc3ccco3)c(=O)c3ccc(C(=O)NC4CCCC4)cc32)c1
33. Cc1ccc(NC(=O)CSc2nc3nc(C)c(Cc4ccccc4)c(C)n3n2)cc1
34. O=C(COc1ccc(Cl)cc1Br)N1CCN(c2ccccc2)CC1
35. Cc1cccc(N(C)c2cc(C)nc3ncnn23)c1
screen / no.	31	32	33	34	35
IkB signaling	-1.9%	-2.3%	1.3%	-1.0%	1.7%
p53ts 39C tox	-6%	-30%	-28%	2%	5%
Peg3 imprint	-6%	-10%[10.9 µM]	-14%[10.9 µM]	-17%	-12%
p53ts 32C tox	-3%	-8%	3%	7%	3%

36. Cc1cc(NC(=O)CCC(=O)N(CC(=O)NC2CCCC2)Cc2ccc(F)cc2)no1
37. C=CCn1c(-c2ccccc2)nc2nc3ccccc3nc21
38. O=C(CSc1nc(-c2ccc(F)cc2)cs1)NC(=O)NCc1ccco1
39. Cc1ccccc1S(=O)(=O)NC1OC(=O)C(Cl)=C1Cl (configuration not stated)
40. COc1ccc(NC(=O)c2ccc(COc3ccccc3OC)o2)cc1OC
screen / no.	36	37	38	39	40
IkB signaling	0.6%	-3.8%	0.9%	3.3%	?
p53ts 39C tox	-4%	3%	-11%	-12%	-6%
Peg3 imprint	-9%	-5%	-69%[inhibitor]	-1%	-8%[10.9 µM]
p53ts 32C tox	-1%	-6%	-2%	-12%	-2%

41. Cc1ccc(NC(=O)CN2C(=O)c3ccccc3Sc3ccc(C(=O)N4CCOCC4)cc32)c(Cl)c1
42. COc1ccccc1NC(=O)C1=C(C)Nc2nnnn2C1c1cc(Br)ccc1OC (configuration not stated)
43. CCC(NC(=O)Nn1cnnc1)(C(F)(F)F)C(F)(F)F
44. COC(=O)c1cc(COC(=O)c2cccnc2SC)oc1C
45. Cc1csc(NC(=O)CCn2c(=O)oc3ccccc32)n1
screen / no.	41	42	43	44	45
IkB signaling	?	?	·	0.2%	-0.8%
p53ts 39C tox	-18%	37%[activator]	16%	-6%	-17%
Peg3 imprint	-14%[10.9 µM]	7%	·	-11%	6%
p53ts 32C tox	9%	27%	-4%	-1%	-2%

46. COc1ccc(CCNC(=O)C2CCN(S(=O)(=O)c3c(C)noc3C)CC2)cc1OC
47. Nc1ncnc2nc(SCCc3ccccc3)[nH]c12
48. CCOC(=O)CSC1=Nc2ccccc2C2=NC(CCC(=O)NCc3ccc(F)cc3)C(=O)N12 (configuration not stated)
49. CC1CCC2C(=O)N3C(CCC(C)[C@H]3c3ccccc3Br)C(=O)N2C1c1ccccc1Br (some centres not stated)
50. CCc1ccccc1NC(=O)Cn1c(=O)n(-c2ccc(C)c(C)c2)c(=O)c2oc3ccccc3c21
screen / no.	46	47	48	49	50
IkB signaling	0.4%	3.2%	-1.6%	·	?
p53ts 39C tox	9%	2%	-23%	6%[9.22 µM]	24%
Peg3 imprint	-17%	-3%	?	·	-16%[10.9 µM]
p53ts 32C tox	5%	5%	-12%	3%[9.22 µM]	-1%

51. CCOc1ccc2c(c1)c(=O)c(S(=O)(=O)c1ccc(C)cc1)cn2CC(=O)Nc1ccc(C)cc1
52. COc1cccc(NC(=O)c2oc3ccccc3c2NC(C)=O)c1
53. COC(=O)CSc1ccc2nnc(-c3ccc(OC)c(OC)c3)n2n1
54. Cc1cccc(N2CCN(C(=O)C3CCCCC3)CC2)c1C
55. CN(CC(=O)Nc1ccc(Cl)cc1)CC(=O)Nc1ccc(F)c(F)c1F
screen / no.	51	52	53	54	55
IkB signaling	?	2.3%	-1.7%	-1.1%	·
p53ts 39C tox	-19%	0%	-12%	-1%	-28%
Peg3 imprint	-4%[10.9 µM]	1%	-12%	-16%	·
p53ts 32C tox	7%	8%	-11%	3%	11%

56. CCc1ccccc1NC(=O)Cn1nc2c3cc(F)ccc3n(Cc3cccc(C)c3)cc-2c1=O
57. COc1cccc(CNc2ccc(S(N)(=O)=O)cc2)c1OC
58. O=C(c1ccccc1)c1ccc(N2CCOCC2)c(NC(=O)c2ccco2)c1
59. CCNc1nc(SC(C)C(=O)Nc2ccccc2)nc(N2CCOCC2)n1 (configuration not stated)
60. COCCn1c(C)cc(O)c(C(c2ccccc2F)N2CCN(c3ccccc3)CC2)c1=O (configuration not stated)
screen / no.	56	57	58	59	60
IkB signaling	1.4%	-1.5%	-4.9%	1.7%	0.1%
p53ts 39C tox	-18%	5%	6%	8%	12%
Peg3 imprint	6%[10.9 µM]	4%	-22%	-13%	-4%[10.9 µM]
p53ts 32C tox	-1%	-8%	8%	15%	17%

61. N#Cc1nc(-c2ccc(COc3ccccc3)o2)oc1N1CCN(c2ccccc2)CC1
62. COc1ccc(Nc2ncnc3nc[nH]c23)cc1OC
63. Fc1ccc(Nc2ncncc2-c2ccccc2C(F)(F)F)cc1
64. COc1ccc(NC(=O)c2cc(-c3ccc(C)o3)nc3ccccc23)cc1OC
65. CCCNC(=O)NC(=O)CSc1nnc(-c2ccncc2)n1CC
screen / no.	61	62	63	64	65
IkB signaling	-1.1%	1.1%	24%[11.4 µM]	?	0.0%
p53ts 39C tox	-1%	16%	-10%	?	-8%
Peg3 imprint	-9%[10.9 µM]	-10%	-8%	-25%	-5%
p53ts 32C tox	-5%	-9%	-4%	-29%	-3%

66. COc1cccc(NCc2cc(=O)oc3cc(-c4ccccc4)c(O)cc23)c1
67. CCOc1ccc2nc(N3CCCC(C(=O)Nc4cccc(Cl)c4C)C3)sc2c1 (configuration not stated)
68. O=C(Nc1ccc(S(=O)(=O)N2CCOCC2)cc1)C1COc2ccccc2O1 (configuration not stated)
69. CCc1ccc(OCC(=O)NNC(=O)CSc2nnc(-c3ccc(C)cc3)n2C)cc1
70. COC(=O)c1c(NC(=O)CCCOc2ccc(C)cc2)sc2c1C(C(=O)OC)CC2 (configuration not stated)
screen / no.	66	67	68	69	70
IkB signaling	·	-0.3%	3.5%	·	49%
p53ts 39C tox	-4%	?	8%	-15%	-18%
Peg3 imprint	·	?	-8%	·	-11%[10.9 µM]
p53ts 32C tox	?	-24%	0%	-16%	4%

71. N#Cc1c(N)oc(-c2ccco2)c1-c1ccco1
72. O=C(CCC(=O)N1CCN(c2ccccn2)CC1)Nc1nnc(C2CCCCC2)s1
73. CC(C)CCNC(=O)Cc1ccc(NC(=O)N2CCCCc3ccccc32)cc1
74. COc1ccc(OC)c(C(=O)CSc2ncc3c(n2)-c2ccccc2N(Cc2ccccc2C)S3(=O)=O)c1
screen / no.	71	72	73	74
IkB signaling	-0.3%	6.3%	-0.7%	-0.4%
p53ts 39C tox	1%	12%	-6%	18%
Peg3 imprint	-25%	-8%	-13%[10.9 µM]	-8%[10.9 µM]
p53ts 32C tox	-1%	8%	0%	-3%

Screens: PubChem, National Center for Advancing Translational Sciences (NCATS)
